# Source: PubChem (several laboratories)
# LYP phosphatase = inhibitors of LYP phosphatase, biochemical, fluorescence intensity, uHTS (AID 1779). hit rate 0.054% among 290,000. one-dose inhibition, % at 11.5 µM; IC50 in µM for titrated hits. recombinant LYP phosphatase, fluorescence intensity; higher % means a stronger effect;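 note: plate controls were vehicle with enzyme for no effect and no enzyme for full effect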
# HIV peptide binding = inhibitors of HIV fusion peptide binding, primary screen, biochemical, uHTS, fluorescence dequenching (AID 1986); cell-free peptide binding, fluorescence dequenching, 30 min; higher % means a stronger effect; one-dose inhibition, % at 20 µM; IC50 in µM for titrated hits; hit rate 0.3% among 290,000; in the data active = inhibition mostly above about 52%, no sharp cut-off; inactive = mostly below about 76%; note: some results filed as inactive read as strong as hits
# Hep lipid drop = inhibitors of hepatocyte lipid droplet formation, primary screen, imaging, high-throughput imaging, BODIPY stain | AML12 mouse hepatocytes, oleate lipid droplets | hit rate 0.4% among 240,000 | inhibition, % at 6.5 µM;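 active = lipid droplet intensity inhibited by at least 50%, with more than 500 cells counted; inconclusive = wells with under 300 cells, treated as cytotoxic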
#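 Material – mouse AML12 hepatocyte cell line, fixed after treatment · Compound dosing – one dose, 6.5 µM compound · Times – compound with oleate, overnight · Measured by – Image-based BODIPY and DAPI two-channel analysis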
# AID2073 = inhibitors of Mint1-CaV2.2 protein interaction, biochemical, HTRF (AID 2073); hit rate 0.19% among 290,000; one-dose inhibition, % at 20 µM; IC50 in µM for titrated hits; HTRF protein-protein interaction, Mint1-CaV2.2; higher % means a stronger effect; in the data active = inhibition mostly above about 51%, no sharp cut-off; inconclusive = no clear call, values can overlap the other calls; inactive = mostly below about 53%; note: some results filed as inactive read as strong as hits
# XIAP displacement = XIAP antagonists, biochemical, IAP family, fluorescence polarization (AID 1018). hit rate 0.007% among 200,000. E3 ubiquitin-protein ligase XIAP (Homo sapiens). XIAP BIR domain, fluorescence polarization peptide displacement; higher % means a stronger effect. displacement, % at 20 µM, or IC50 in µM where a hit was titrated; in the data active = displacement above about 50%; note: a part of the inactive calls stands beside numbers as strong as those of hits
# NS5 inhibitors = Dengue-2 NS5 methyltransferase inhibitors, primary screen, biochemical, confirmation dose response (AID 588689) | Genome polyprotein (Dengue virus type 2 (strain 16681-PDK53)) | Dengue-2 NS5 methyltransferase capping enzyme assay, biochemical; higher % means a stronger effect | one-dose inhibition, % at 25 µM; IC50 in µM for titrated hits | hit rate 0.3% among 340,000; in the data active = a potency from the dose series; inconclusive = inhibition above about 29% without an active follow-up result
# Myeloid diff 2 = induction of myeloid progenitor differentiation, primary screen, cell-based, flow cytometry, MLPCN library. ER-HoxA9 myeloid progenitors, lysozyme-GFP differentiation. hit rate 1% among 360,000. calls only at 10 µM;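 active = normalized GFP-positive differentiation at or above the plate's own cutoff, the solvent-only control mean plus 3 SD; inconclusive = no clear call, values can overlap the other calls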;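 note: cells exposed to compound for four days before flow analysis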
# Siah-1 displacement = Siah-1 peptide-binding antagonists, primary screen, biochemical, fluorescence polarization, rhodamine-plectin, uHTS (AID 1817). E3 ubiquitin-protein ligase SIAH1 (Homo sapiens). Siah-1 / rhodamine-plectin peptide fluorescence polarization; higher % means a stronger effect. one-dose displacement, % at 20 µM; IC50 in µM for titrated hits. hit rate 0.02% among 290,000;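 active = displacement of at least 50% at 20 µM, with a fluorescence ratio check between 0.3 and a set limit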;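 note: plate controls were Siah plus tracer with DMSO for no effect and tracer alone without Siah for full effect; strong numbers were not always called active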
# HEK293 NOD2/NF-kB = NOD2 signaling inhibitors, cell-based, luminescence, uHTS, HEK293 (AID 1566); HEK293 NOD2/NF-kB luciferase reporter, luminescence; higher % means a stronger effect; hit rate 0.63% among 290,000; inhibition, % at 4 µM; hits with a dose series show EC50 in µM; note: many of its hits are not listed in these tables
# Hep lipid drop cells 6.5 µM = recorded beside Hep lipid drop, whose call it bears; cell count; measured here: cell count, cytotoxicity flag;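 cells counted across two imaged fields per well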
# NS5 inhibitors pilot replicate = also measured in NS5 inhibitors; calls as there; inhibition, %; measured here: pilot screen replicate inhibition
# Myeloid diff 2 GFP+ MAC1+ % = also measured in Myeloid diff 2; calls as there; GFP+ MAC1+ double positive, %; measured here: differentiation confirmed by MAC1 staining
# * marks the source's active call; other numbers are inactive results; i = inactive; ? = inconclusive; · = not tested or not shown. Cut-off read from the data, not from the text of the source, unless noted: active = inhibition above about 50%; inactive = the rest. A portion of the library; count on the stated rates, not on these rows.
SMILES,LYP phosphatase,HIV peptide binding,Hep lipid drop,Hep lipid drop cells 6.5 µM,AID2073,XIAP displacement,NS5 inhibitors,Myeloid diff 2,Myeloid diff 2 GFP+ MAC1+ %,Siah-1 displacement,HEK293 NOD2/NF-kB,others
CC(=O)Nc1c(C)ccc(CNC(=O)COc2cc(C)ccc2C)c1C,-5%,-2.4%,-7,673,12%,-6.9%,5%,i,2.2,3%,12%,
CCOC(=O)c1c(C)n(C)c2ccc(OC)c(NC(=O)CCN3CCSCC3)c12,-3%,1.9%,-16,767,3%,-4.4%,0%,i,1.3,2%,10%,
CCc1nnc(NC(=O)CSc2nnc3c(C)cc4c(C)ccc(C)c4n23)s1,9%,3.0%,-24,662,4%,-4.4%,-3%,i,0.9,1%,-20%,
Cc1cccc(Oc2nc3c(c(=O)n(C)c(=O)n3C)n2C)c1,-10%,-0.1%,12,688,8%,-4.7%,-4%,i,0.2,3%,10%,
COc1ccc2c(c1)cc1n2CCN2CCCN=C12,1%,-3.6%,6,841,16%,-5.7%,-2%,i,3.5,-6%,-15%,
c1ccc(-n2cc(CNCCc3cscn3)c(-c3ccc4c(c3)OCO4)n2)cc1,-9%,1.0%,1,678,?,-8.3%,-6%,i,0.7,3%,11%,
Cc1cc(C)n(-c2ccc(N3CCOCC3)nn2)n1,12%,-3.4%,8,746,2%,-4.5%,2%,i,0.8,-4%,-10%,
CN=C1S/C(=C\c2ccc(N3CCOCC3)c(F)c2)C(=O)N1C,-5%,4.4%,-9,762,10%,-3.5%,18%,i,1.1,1%,-13%,
CNC(=O)c1c[nH]n2c(=O)c(Cc3ccccc3F)c(C)nc12,-3%,1.1%,·,·,1%,-2.9%,-1%,i,1.2,4%,-9%,
Cc1ccc(-c2cnco2)cc1,-4%,-0.5%,23,742,-3%,·,5%,i,0.7,3%,6%,
Cc1oc(-c2ccccc2F)nc1CS(=O)(=O)CC(=O)N1CCN(Cc2ccccc2)CC1,-6%,3.4%,3,651,43%,-2.6%,0%,i,2.9,4%,15%,
CCN(CC)CCn1c(NCc2cccc(OC)c2)nc2ccccc21,-14%,0.1%,-20,726,0%,-6.7%,-3%,i,0.5,-5%,-21%,
CC(=O)Nc1ccc2c(COC(=O)[C@H](C)N3C(=O)C4CCCCC4C3=O)cc(=O)oc2c1 (some centres undefined),-22%,-1.4%,-8,715,13%,·,-2%,i,0.3,-3%,19%,
COc1cc(/C=C2/C(=N)N3OC(C)=CC3=NC2=O)ccc1OCCOc1ccc(C)cc1,10%,11%,·,·,?,-3.9%,0%,i,0.8,4%,-2%,
CCN(CC)S(=O)(=O)c1cc(C(=O)Nc2ccccc2[N+](=O)[O-])ccc1Cl,4%,-0.4%,7,585,-5%,-0.5%,1%,i,0.9,18%,-30%,
CCOCCCn1c(=N)c(S(=O)(=O)c2ccccc2)cc2c(=O)n3cc(C)ccc3nc21,-50%,9.7%,1,786,4%,·,?,i,0.2,-4%,17%,
COc1ccc(C(=O)NCc2cccnc2)cc1,-4%,0.6%,-3,708,13%,-4.8%,-3%,i,0.7,8%,1%,
Cc1ccc(-c2nnn(CC(=O)NC3CCN(Cc4ccccc4)CC3)n2)cc1,-2%,-0.6%,3,745,16%,-1.9%,-3%,i,2.9,-6%,-20%,
CC(NC(=O)NNC(=O)c1ccncc1)(C(F)(F)F)C(F)(F)F,-1%,-0.7%,3,522,-7%,-4.5%,-5%,i,0.6,2%,-4%,
COc1ccc(C(CCNC(C)c2ccccc2)c2ccc(F)cc2)cc1 (centres undefined),-3%,-3.3%,-6,667,-5%,19%,-3%,i,0.6,0%,-13%,
Cc1c(C)n(CCCN(C)C)c2ncnc(NCc3ccccc3)c12,-4%,3.0%,3,794,5%,·,0%,i,0.8,4%,11%,
O=C(Nc1ccccc1C(F)(F)F)c1cc(-c2ccco2)on1,-13%,0.6%,-1,745,15%,·,-2%,i,0.2,2%,1%,
CC(Sc1nnc(COc2ccc3ccccc3c2)n1C)C(=O)O (centres undefined),-4%,24%,·,·,-9%,0.2%,-6%,i,1.0,4%,9%,
CCSc1nc(C)c(CC)c(C)c1C(N)=O,0%,1.2%,-15,718,17%,-1.3%,-7%,i,0.5,1%,3%,
CCc1ccc(C(=O)/C=C/Nc2ccc(S(=O)(=O)Nc3onc(C)c3C)cc2)cc1,-2%,18%,1,673,4%,-0.6%,5%,i,0.5,0%,-40%,

# Continuation.
SMILES,LYP phosphatase,HIV peptide binding,Hep lipid drop,Hep lipid drop cells 6.5 µM,AID2073,XIAP displacement,NS5 inhibitors,Myeloid diff 2,Myeloid diff 2 GFP+ MAC1+ %,Siah-1 displacement,HEK293 NOD2/NF-kB,others
Cc1nnc(SCC(=O)Nc2cccc(C(F)(F)F)c2)[nH]c1=O,0%,-0.3%,·,·,-1%,-15%,7%,i,0.3,3%,18%,
Cc1[nH]c(=O)c(C#N)cc1-c1ccccc1,2%,3.1%,-15,684,9%,-3.8%,-2%,i,0.9,3%,3%,
Cc1ccc(C(=O)N2c3ccccc3OCC2C)cc1 (centres undefined),-7%,1.2%,-11,745,8%,·,-1%,i,0.5,-1%,22%,
Cc1ccc(-c2cc(C(=O)Nc3ccc(S(=O)(=O)Nc4onc(C)c4C)cc3)[nH]n2)c(O)c1,-8%,8.7%,-6,803,2%,·,24%,i,0.7,-4%,29%,
Cc1ccc(-c2nc(C)sc2CC(=O)OCC(=O)Nc2c(F)cccc2F)cc1,-7%,3.4%,21,693,10%,-9.3%,0%,i,0.2,8%,15%,
Cc1cc(C)n(-c2cc(N3CCN(S(=O)(=O)c4ccc(C)c(C)c4)CC3)ccc2[N+](=O)[O-])n1,0%,0.5%,·,·,12%,-1.6%,-2%,i,0.8,2%,19%,
CCOC(=O)c1c(NC(=O)Cn2nc(C(=O)O)c3ccccc3c2=O)sc(C)c1C,10%,-1.3%,6,717,7%,·,-1%,i,0.7,-2%,11%,
COc1cc(C2NC(=O)NC(C)=C2C(=O)OCC2CCCCC2)ccc1O (centres undefined),-9%,-0.5%,·,·,2%,·,-1%,i,0.5,-5%,22%,NS5 inhibitors pilot replicate=1.5
COC(=O)c1c(NC(=O)COc2ccc(Cl)cc2Cl)sc2c1CC(C)(C)NC2(C)C,-9%,1.2%,17,822,17%,·,-5%,?,·,9%,16%,
O=C(Nc1cc(=O)[nH]c(=O)[nH]1)c1cccc(Br)c1,-6%,-1.6%,-18,550,2%,-3.1%,-8%,i,0.2,5%,-3%,
O=C(CSc1ccc(Cl)cc1)N1N=CCC1c1ccccc1 (centres undefined),-6%,0.0%,-22,677,-7%,·,-8%,i,0.6,13%,16%,
Cc1nc(C)c(Oc2cccc(C(F)(F)F)c2)c(=O)[nH]1,-3%,-0.8%,-11,669,-3%,·,-11%,i,0.4,5%,8%,
COc1ccc(N(CC(=O)NCc2ccc(C)cc2)S(=O)(=O)c2c(C)nn(C)c2C)cc1,-4%,1.5%,-7,738,-5%,-16%,-3%,i,0.3,-5%,0%,
COc1ccc(Br)cc1C(=O)NC(=S)Nc1ccc(CN2CCOCC2)cc1,-4%,-0.7%,-26,741,32%,·,-5%,i,2.0,-2%,17%,
FC(F)(F)c1ccc(Oc2ccc3ccccc3c2Br)nc1,-5%,0.4%,-46,650,9%,-1.3%,0%,i,0.3,-2%,7%,
Cn1c(=O)n(C)c2cc(NC(=O)c3ccc(F)cc3)ccc21,-8%,-0.4%,-2,801,7%,·,-7%,i,0.7,5%,8%,
O=C(Nc1ccc(S(=O)(=O)N2CCN(Cc3ccccc3)CC2)cc1)c1cnccn1,-6%,0.3%,·,·,-2%,-6.2%,-5%,i,0.4,-1%,43%,NS5 inhibitors pilot replicate=-5.9
CC(C)[C@H](NC(=O)c1ccc(Cl)c([N+](=O)[O-])c1)C(=O)NCc1ccc(F)cc1,-2%,0.3%,18,666,4%,-2.9%,3%,i,1.2,-8%,-1%,
COc1ccccc1CN1CC(C(=O)NCc2ccc(N3CCCC3=O)cc2)CCC1=O (centres undefined),-5%,-1.6%,0,726,8%,·,-7%,i,1.1,1%,4%,
Cc1ccccc1NC(=O)/C(C#N)=C/c1ccccc1C(F)(F)F,-6%,-1.0%,15,649,-1%,-0.3%,-28%,i,0.5,0%,-11%,
Cc1ccc2cc(CN(CCN(C)C)C(=O)Nc3ccc(Cl)cc3)c(=O)[nH]c2c1,-6%,1.3%,-34,698,10%,-3.1%,-14%,i,0.2,9%,12%,
